POLI inh = qHTS for Inhibitors of Polymerase Iota | DNA polymerase iota (Homo sapiens), Q9UNA4 | Potency, µM (doses to about 115 µM), inactives show top-dose activity, negative = inhibition, most hits filed as inhibitors | 1% of 390,000 active | AID 588590, 2011 | Pol iota fluorescent replication assay, 10 min
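Fluorescent replication assay read twice, at 0 min and 10 min after adding 50 nM (final) substrate. Enzyme (10 nM) and compounds were first incubated 15 min at room temperature; enzyme-free buffer wells were negative controls.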
BLM inh = qHTS Assay for Inhibitors of Bloom's syndrome helicase (BLM); RecQ-like DNA helicase BLM (Homo sapiens), P54132; recombinant BLM DNA unwinding, fluorescence dequenching; Potency, µM (doses to about 56.1 µM), for inactives: at the highest dose activity change, negative = inhibition, most hits filed as inhibitors; 0.2% of 350,000 active;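 note: plate controls were vehicle for no effect and no enzyme for full effect; nearly all actives have a fitted effect of over 35% in size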
Target sequence (P54132 whole entry, looked up): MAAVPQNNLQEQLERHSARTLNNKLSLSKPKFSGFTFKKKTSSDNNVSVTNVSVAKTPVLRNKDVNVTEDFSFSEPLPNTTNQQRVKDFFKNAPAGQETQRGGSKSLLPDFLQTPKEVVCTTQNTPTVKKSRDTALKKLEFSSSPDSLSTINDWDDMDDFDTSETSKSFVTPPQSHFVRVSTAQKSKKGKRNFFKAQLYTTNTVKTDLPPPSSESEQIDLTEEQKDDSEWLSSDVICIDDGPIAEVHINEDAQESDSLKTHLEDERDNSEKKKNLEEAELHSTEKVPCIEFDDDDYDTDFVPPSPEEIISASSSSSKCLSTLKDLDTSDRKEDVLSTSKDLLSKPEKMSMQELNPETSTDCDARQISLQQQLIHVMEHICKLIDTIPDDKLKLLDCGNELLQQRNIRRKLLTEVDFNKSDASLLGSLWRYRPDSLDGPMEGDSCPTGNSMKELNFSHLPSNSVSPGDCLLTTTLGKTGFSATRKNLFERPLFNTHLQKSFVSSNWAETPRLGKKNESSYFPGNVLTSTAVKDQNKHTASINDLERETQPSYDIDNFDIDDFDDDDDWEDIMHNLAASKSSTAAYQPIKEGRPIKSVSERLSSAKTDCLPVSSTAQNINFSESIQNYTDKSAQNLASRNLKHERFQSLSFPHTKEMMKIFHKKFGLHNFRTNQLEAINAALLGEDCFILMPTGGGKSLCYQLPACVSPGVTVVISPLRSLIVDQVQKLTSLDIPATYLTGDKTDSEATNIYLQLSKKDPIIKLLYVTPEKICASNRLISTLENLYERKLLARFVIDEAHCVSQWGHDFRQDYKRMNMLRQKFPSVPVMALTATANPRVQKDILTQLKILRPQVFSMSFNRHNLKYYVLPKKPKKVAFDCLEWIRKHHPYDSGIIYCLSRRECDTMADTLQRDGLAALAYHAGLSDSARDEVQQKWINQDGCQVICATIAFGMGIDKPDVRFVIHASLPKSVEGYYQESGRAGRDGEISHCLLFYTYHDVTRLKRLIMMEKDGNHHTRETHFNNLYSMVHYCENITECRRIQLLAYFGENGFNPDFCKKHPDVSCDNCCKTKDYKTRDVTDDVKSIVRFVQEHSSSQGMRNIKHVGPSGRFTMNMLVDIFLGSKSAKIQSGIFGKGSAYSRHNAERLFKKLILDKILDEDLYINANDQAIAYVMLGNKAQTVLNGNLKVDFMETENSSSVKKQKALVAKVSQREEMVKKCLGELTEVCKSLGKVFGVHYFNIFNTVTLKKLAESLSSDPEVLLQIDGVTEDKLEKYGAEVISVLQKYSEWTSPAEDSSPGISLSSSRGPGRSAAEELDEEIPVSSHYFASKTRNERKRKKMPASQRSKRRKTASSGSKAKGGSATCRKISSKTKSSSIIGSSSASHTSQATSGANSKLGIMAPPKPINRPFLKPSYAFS
HP1b chromo inh = HTS for Inhibitors of HP1-beta Chromodomain Interactions with Methylated Histone Tails; 0.56% of 390,000 active; AID 540317, 2011; Potency, µM (top dose mostly 114 µM), for the others: top-dose activity change, negative = inhibition, hits mostly inhibitors; AlphaScreen HP1-beta / biotin-H3K9me3 peptide binding; Chromobox protein homolog 1 (Homo sapiens), P83916; note: nearly all actives have a fitted effect of over 70% in size; inactives centre near 23
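HP1-beta protein (50 nM final) preincubated 30 min at room temperature with biotinylated H3(1-18)K9me3 peptide (50 nM) in PBS pH 7.4, 0.01% Tween-20, then compound added for 30 min. AlphaScreen streptavidin donor/nickel chelate acceptor beads (10 ug/mL final), 30 min dark, luminescence read.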
JMJD2A Tudor inh = qHTS Assay for Inhibitors of JMJD2A-Tudor Domain; Lysine-specific demethylase 4A (Homo sapiens), O75164; 4.4% of 390,000 active; Potency, µM (titrated, usually from 114 µM), for the others: top-dose activity change, negative = inhibition, actives largely listed as inhibitors; AlphaScreen JMJD2A-Tudor / H3K4me3 peptide binding; note: % is set by controls: 0 for no effect and ±100 for the full control effect; nearly all actives have a fitted effect of over 50% in size
BAZ2B inh = qHTS Assay for Inhibitors of BAZ2B | AlphaScreen BAZ2B-H3K14Ac peptide displacement | Potency, µM (series often up to 114 µM), inactives show at the highest dose activity change, negative = inhibition, most hits filed as inhibitors | AID 504333, 2011 | 4.4% of 360,000 active | Bromodomain adjacent to zinc finger domain protein 2B (Homo sapiens), Q9UIF8; note: % is set by controls: 0 for no effect and ±100 for the full control effect; nearly all actives have a fitted effect of over 60% in size
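AlphaScreen displacement: compounds (up to 110uM) incubated 30 min at room temperature with a preformed 50 nM BAZ2B/50 nM biotinylated H3K14Ac peptide complex in PBS pH 7.4 with Tween-20. Donor and acceptor beads at 10 ug/mL final added, 20 min light-protected before reading.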
Tb PGK inh = qHTS Assay to Find Inhibitors of Phosphoglycerate Kinase; Phosphoglycerate kinase, glycosomal (Trypanosoma brucei brucei), P07378; PGK/GAPDH coupled, Kinase-Glo luminescence, 60 min; Potency, µM (titrated, usually from 57.5 µM), for the others: top-dose activity change, negative = inhibition, actives largely listed as inhibitors; 0.043% of 380,000 active; AID 602233, 2012; note: % is set by controls: 0 for no effect and ±100 for the full control effect; nearly all actives have a fitted effect of over 60% in size
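Recombinant glycosomal PGK reaction used 1,3-bisphosphoglycerate generated in-well by GAPDH (100nM final) in 100mM TEA pH 7.6, 5mM MgCl2, 0.01% Tween-20. After 60 minutes at room temperature, ATP was read by Kinase-Glo Plus luminescence end-point.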
GLS inhibitor = qHTS for Inhibitors of Glutaminase (GLS). GLS enzymatic activity, qHTS titration. 0.21% of 410,000 active. Glutaminase kidney isoform, mitochondrial (Homo sapiens), O94925. Potency, µM (titrated, usually from 45.5 µM), without a hit: at the highest dose activity change, negative = inhibition, usual class: inhibitors; note: % is set by controls: 0 for no effect and ±100 for the full control effect
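Glutamate formation by hKGA was monitored fluorometrically using coupled glutamate oxidase, HRP and Amplex Red. Substrate was added as 1 mM L-glutamine solution; incubation was 30 min at RT after an initial read.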
Pin1 inhibitor = qHTS Assay to Find Inhibitors of Pin1. Peptidyl-prolyl cis-trans isomerase NIMA-interacting 1 (Homo sapiens), Q13526. Pin1 FP peptide displacement, HiFluor488, 10 min. Potency, µM (highest dose often 115 µM), without a hit: at the top dose activity, negative = inhibition, most hits filed as inhibitors. 0.009% of 390,000 active; active = well fitted inhibition curve with a large enough effect in the polarisation, with a control signal flat, not every such curve was filed as active; inconclusive = small, poorly fitted or top-dose-only effect, or effect the other way, or a change in a side signal; inactive = no such curve, though single readings can be large or run the other way; the % refers to the polarisation; note: % is set by controls: 0 for no effect and ±100 for the full control effect
G9a block = qHTS Assay for Inhibitors of Histone Lysine Methyltransferase G9a; AID 504332, 2011; G9a H3K9 monomethylation, AlphaScreen, 2 h; Potency, µM (doses to about 102 µM), for inactives: top-dose activity, negative = inhibition, hits mostly inhibitors; Histone-lysine N-methyltransferase EHMT2 (Homo sapiens), Q96KQ7; 8.8% of 350,000 active; note: % is set by controls: 0 for no effect and ±100 for the full control effect; nearly all actives have a fitted effect of over 75% in size
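Signal arises when biotinylated H3K9 peptide, once monomethylated, bridges streptavidin donor and antibody-captured acceptor beads. Enzyme at 20 nM was preincubated 15 min with test compounds; peptide 500 nM and SAM 20 uM then reacted for 2 h.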
Numbers without * were called inactive; i = inactive; ? = inconclusive; . = not tested or not shown; [ ] = another dose, or the depositor's remark. Unless noted, calls come from the whole dose curve; as a rule, active = well fitted curve in the direction sought with a large enough effect; inconclusive = small, poorly fitted or top-dose-only effect, or another doubt; inactive = no such curve, though single readings can be large; an effect the other way counts as inactive or inconclusive. Potency is the fitted concentration of half-maximal effect.

no.	canonical_smiles	POLI inh	BLM inh	HP1b chromo inh	JMJD2A Tudor inh	BAZ2B inh
1	Cc1cc(=O)[nH]c2nnc(SCC(=O)Nc3cc(C(F)(F)F)ccc3Cl)n12	14%	2%	74%[activator]	-23%	3%
2	O=C(Nc1ccc(SC(F)F)cc1)c1ccc2nccnc2c1	12%	-9%	44%[activator]	-20%	9%
3	CC(NC(=O)c1ccc2c(c1)sc1nc(-c3ccc(F)cc3)cn12)C12CC3CC(CC(C3)C1)C2 (configuration not stated)	25%	2%	41%[activator]	-9%	-16%
4	CCOc1ccc(C(CC(=O)O)n2cnnn2)cc1 (configuration not stated)	96%[activator]	-5%	37%[activator]	-7%	.
5	CCOC(=O)C1(C(=O)OCC)C(C(=O)c2ccccc2)C1c1ccccc1 (configuration not stated)	18%	.	62%[activator]	67%[activator]	.
6	CCOC(=O)c1cnn(-c2ccc(Cl)cc2)c1C1CCN(C(=O)OC(C)(C)C)CC1	10%	-8%	18%	-9%	4%
7	O=C(N1CCC(O)(c2cccnc2)CC1)C12CC3CC(CC(C3)C1)C2	18%	0%	41%[activator]	-3%	12%
8	CCOc1ccc(C2Oc3nc(SC)nnc3-c3ccccc3N2C(C)=O)cc1OC (configuration not stated)	9%	5%	64%[activator]	-6%	10%
9	Cc1ccc(/C=N/Nc2nc3ccccc3s2)o1	74%[activator]	-10%	-17%	?	?
10	CC(=O)c1ccc(NC(=S)NNC(=O)NC2CCCCC2)cc1	85%[activator]	-1%	-16%	-28%	?
11	O=C(O[C@@H]1[C@H](Cc2ccccc2)NS(=O)(=O)[C@H]2C[C@@H]3C=C[C@]12O3)c1ccccc1Br	-1%	.	31%	-24%	2%
12	C#CC1CCCCC1NC(=O)Nc1cnccc1C(F)(F)F (configuration not stated)	-2%[58.9 µM]	0%	16%	-5%	-1%
13	CCOc1ccccc1/C=C(\NC(=O)c1ccccc1)C(=O)NCCC(=O)O	18%	6%	25%	-11%	2%
14	COc1ccc(-c2oc(=O)c3cc(OC)c(OC)cc3c2C(F)(F)F)cc1	21%	.	16%	-10%	-3%
15	COc1cccc(/C=N/n2c(COc3ccccc3)n[nH]c2=S)c1O	?	-1%	?	50µM*	-32%

no.	Tb PGK inh	GLS inhibitor	Pin1 inhibitor	G9a block
1	-1%	7%	-9%	-15%[59 µM]
2	-5%	13%	19%	8%[12.7 µM]
3	-2%	2%	-2%	1%[59 µM]
4	-9%	1%	-8%	15%
5	-12%	2%	0%	.
6	-7%	12%	1%	12%[59 µM]
7	0%	0%	-2%	-1%[59 µM]
8	i	-3%	-11%	?
9	5%	8.9µM*	-1%	?
10	-4%	?	-5%	8.9µM*
11	-1%	-3%	0%	7%[0.501 µM]
12	0%	-12%	-6%	.
13	0%	6%	-2%	?
14	-7%	3%	-9%	-3%[0.501 µM]
15	-9%	2%	-3%	16µM*

Following part:
no.	canonical_smiles	POLI inh	BLM inh	HP1b chromo inh	JMJD2A Tudor inh	BAZ2B inh
16	CCN(CC(=O)NCc1cccs1)C(=O)Cc1ccc(C)c(C)c1	50%[activator]	.	32%	-23%	.
17	COc1cccc(C2c3c(oc4ccc(F)cc4c3=O)C(=O)N2CCCN2CCOCC2)c1 (configuration not stated)	-20%	1%	31%	-12%	10%
18	CCn1c(=O)cc(SCC(=O)NCc2ccc(F)cc2Cl)c2ccccc21	43%[activator]	1%	31%	-3%	-3%[57.1 µM]
19	CN(C(=O)c1cccc(NC(=O)c2ccccc2)c1)C1CCCCC1	54%[activator]	-2%	27%	4%	-5%
20	N#Cc1cccc(C(=O)OCC(=O)NCc2ccco2)c1	14%	-2%	-4%	-11%	-9%
21	O=C(CN1C(=O)c2ccccc2C1=O)NCCc1c[nH]c2ccccc12	18%	-1%	18%	-19%	-12%
22	CC(C)(C)Nc1c(-c2cccs2)nc2ccccn12	-3%	-9%	25%	-21%	?
23	CCc1ccc(-c2nc3c(c(SCc4ccccc4F)n2)Cc2c(CO)cnc(C)c2O3)cc1	13%	-7%	9%	-30%	-16%
24	CCOC(=O)CNC(=O)CSc1nnnn1-c1cc(C)ccc1C	-8%	1%	13%	-17%	-3%
25	c1cnc(Oc2ccc(-c3nnco3)cc2)cn1	4%	-3%	38%[activator]	5%	11%
26	O=C(NCCc1ccccn1)c1ccc(COc2ccccc2)o1	11%	0%	30%	-8%	-4%
27	NC(=O)C1CCN(C(=O)c2ccc(Cl)c(S(=O)(=O)N3CCCCCC3)c2)CC1	15%	.	28%	-1%	.
28	Cc1ccccc1-n1c(SCC(=O)N/N=C/c2ccccc2OCC(=O)O)nc2ccccc2c1=O	10%	-2%	41%[activator]	-1%	?
29	CCCCCn1c(CCNC(=O)c2cccs2)nc2ccccc21	15%	-11%	16%	-18%	3%
30	Cc1ccc(-c2c(C)sc3ncn(CC(=O)N4CCOCC4)c(=O)c23)cc1C	-7%	1%	37%	-11%	-17%

no.	Tb PGK inh	GLS inhibitor	Pin1 inhibitor	G9a block
16	-13%	-4%	2%	.
17	-1%	1%	0%	?
18	-5%	-5%	17%	-2%[59 µM]
19	3%	-2%	2%	7%
20	0%	6%	-3%	.
21	-5%	-1%	7%	11%[59 µM]
22	-8%	?	-1%	.
23	5%	2%	-4%	-6%[59 µM]
24	-2%	9%	-1%	-23%[59 µM]
25	-1%	-20%	-3%	?
26	5%	2%	-11%	?
27	6%	-1%	2%	.
28	i	18%	2%	-14%
29	-9%	-1%	4%	-6%[12.7 µM]
30	-8%	-3%	-3%	-2%

Ordered by formula weight (rising): three of the compounds above.
no.	canonical_smiles	POLI inh	BLM inh	HP1b chromo inh	JMJD2A Tudor inh	BAZ2B inh
10	CC(=O)c1ccc(NC(=S)NNC(=O)NC2CCCCC2)cc1	85%[activator]	-1%	-16%	-28%	?
6	CCOC(=O)c1cnn(-c2ccc(Cl)cc2)c1C1CCN(C(=O)OC(C)(C)C)CC1	10%	-8%	18%	-9%	4%
17	COc1cccc(C2c3c(oc4ccc(F)cc4c3=O)C(=O)N2CCCN2CCOCC2)c1 (configuration not stated)	-20%	1%	31%	-12%	10%

no.	Tb PGK inh	GLS inhibitor	Pin1 inhibitor	G9a block
10	-4%	?	-5%	8.9µM*
6	-7%	12%	1%	12%[59 µM]
17	-1%	1%	0%	?

An excerpt from above, showing only Tb PGK inh, GLS inhibitor and POLI inh.
No.	structure	Tb PGK inh	GLS inhibitor	POLI inh
27	NC(=O)C1CCN(C(=O)c2ccc(Cl)c(S(=O)(=O)N3CCCCCC3)c2)CC1	6%	-1%	15%
28	Cc1ccccc1-n1c(SCC(=O)N/N=C/c2ccccc2OCC(=O)O)nc2ccccc2c1=O	i	18%	10%

Remaining list, next part:
no.	canonical_smiles	POLI inh	BLM inh	HP1b chromo inh	JMJD2A Tudor inh	BAZ2B inh
31	O=C(O)CN1C(=O)SC(Nc2ccccc2)C1=O (configuration not stated)	-27%	2%	12%	-4%	-5%
32	CCCC1(C(=O)OC)NC(c2ccc(OC)cc2OC)C2C(=O)N(c3cccc(C(C)=O)c3)C(=O)C21 (configuration not stated)	22%	-5%	21%	-13%	-21%
33	Cn1c(=N)n(CC(=O)c2ccc(Br)cc2)c2ccccc21	-15%[58.9 µM]	.	27%	8%	.
34	CCCCNC(=O)CC(C(=O)N1CCc2ccccc21)n1ccnc1 (configuration not stated)	7%	-9%	32%	-12%	3%
35	C=CCNC(=S)Nc1ccc2nsnc2c1	226%[activator]	-6%	38%	-10%	5%
36	CCCCN(C)C(=O)c1ccc2c(c1)N(CC)C(=O)c1ccccc1S2(=O)=O	27%	0%	23%	-10%	-3%
37	CC1CCN(S(=O)(=O)c2ccc3ncn(CC(=O)N(C)C4CCCCC4)c(=O)c3c2)CC1	-5%	-4%	44%[activator]	-3%	8%
38	Cc1ccc(C)c2[nH]c(=O)c(CN(CCN3CCCC3)C(=O)Nc3cccc(Cl)c3)cc12	4%	-4%	13%	-28%	-31%
39	COc1ccc(OC)c(NC(=O)Nc2cccc(OCc3cc(=O)n4cc(C)ccc4n3)c2)c1	6%	-4%	17%[57 µM]	-2%	0%
40	NC1=C(Cl)C(=O)c2ccc(S(N)(=O)=O)cc2C1=O	4µM*	.	3%	-16%	.
41	CCC(=O)c1ccccc1OCCN1CCN(CC)CC1	2%	4%	?	14µM*	35µM*

no.	Tb PGK inh	GLS inhibitor	Pin1 inhibitor	G9a block
31	-2%	33%[activator]	?	?
32	-4%	-3%	3%	-11%
33	5%	-22%	1%	.
34	-4%	1%	7%	14%[12.7 µM]
35	0%	1%	2%	6%[59 µM]
36	9%	5%	1%	9%[59 µM]
37	4%	-8%	6%	-31%
38	3%	-11%	49%[activator]	28µM*
39	2%	?	-1%	1%[59 µM]
40	-22%	-6%	-7%	.
41	i	3%	-20%	14µM*

Screening results from PubChem.

The list is partial; count on the stated rates, not on these rows.
